NCI-60 one-dose screen, 48 h, at 10 µM unless noted. Numbers give growth in % (100 = growth as untreated, 0 = no growth, -100 = all killed).
IGROV1: IGROV1 ovarian cancer; 4.7% of 79,000 active
RXF 393: RXF 393 renal cancer cells | 6.9% of 77,000 active
UO-31: UO-31 renal cancer | 5.2% of 81,000 active
SN12C: SN12C renal cancer cells. 3.8% of 81,000 active
TK-10: TK-10 renal cancer cells; 3.9% of 81,000 active
ACHN: ACHN renal cancer. 4.9% of 81,000 active. AID 1794771
SK-OV-3: SK-OV-3 ovarian cancer cells | AID 1794785 | 3.2% of 80,000 active
786-0: 786-0 renal cancer cells. 5.1% of 81,000 active
* = called active by the depositor; . = not tested or not shown; & = joins results of further samples; [ ] = another dose, or the depositor's remark. The calls were made as follows: active = growth percent below 10; inactive = the rest.

A first look, 2 compounds:
entry	structure	SN12C	ACHN	786-0	TK-10	UO-31	SK-OV-3	RXF 393	IGROV1
1	COc1cc(C2Cc3cnccc3-c3[nH]c(=O)c4ccncc4c32)cc(OC)c1OC (centres undefined)	96	90	90	115	94	94	107	108
2	C[C@H](CCCC(=O)NCC#CCN1CCN(C)CC1)[C@H]1CC[C@H]2[C@@H]3CC[C@@H]4CC(=O)CC[C@]4(C)[C@H]3CC[C@]12C	86	105	97	99	65	82	86	92

The list itself, from the start:
entry	structure	SN12C	ACHN	786-0	TK-10	UO-31	SK-OV-3	RXF 393	IGROV1
1	COc1cc(C2Cc3cnccc3-c3[nH]c(=O)c4ccncc4c32)cc(OC)c1OC (centres undefined)	96	90	90	115	94	94	107	108
2	C[C@H](CCCC(=O)NCC#CCN1CCN(C)CC1)[C@H]1CC[C@H]2[C@@H]3CC[C@@H]4CC(=O)CC[C@]4(C)[C@H]3CC[C@]12C	86	105	97	99	65	82	86	92
3	C[C@](N)(Cc1ccc(O)c(O)c1)C(=O)O	86	91	100	111	67	102	100	106
4	O=C1NC(c2ccccc2)=CC(c2ccc3c(c2)OCO3)N1 (centres undefined)	94	107	88	89	65	104	92	82
5	Clc1ccc(-c2ccnc(N3CCNCC3)n2)cc1	95	93	88	84	59	90	71	90
6	Cc1ccc(C2=CSC3=NC(=O)C(CCN4CCOCC4)N23)cc1 (centres undefined)	95	86	101	135	94	107	87	109
7	COc1ccc(OC)c(/C=C2/C(=O)ON=C2C(C)C)c1	99	103	100	108	86	109	97	93
8	C[n+]1ccc(C[n+]2ccccc2)c2ccccc21	91	98	106	113	87	95	117	83
9	COC(=O)c1ccc(Cn2c(SC)nc(=O)n(Cc3ccc(Cl)cc3)c2=O)cc1	108	96	96	.	92	101	.	132
10	O=C(Nc1ccc2oc(=O)ccc2c1)c1ccc(-c2ccc(Cl)c(Cl)c2)o1	87	78	88	90	66	107	99	107
11	OCCCNc1oc(-c2ccccc2)nc1[P+](c1ccccc1)(c1ccccc1)c1ccccc1	-0.3*	51	11	21	70	-4.9*	.	-19*
12	Cc1ccc(-c2nc(-c3c[nH]c4ncccc34)cs2)cc1	103[100 µM]	107[100 µM]	117[100 µM]	108[100 µM]	66[100 µM]	87[100 µM]	86[100 µM]	79[100 µM]
13	Nc1ccc2cc(S(=O)(=O)O)ccc2c1	99	100&98	103&108	95&100	78&84	102&101	113&112	103&105
14	Oc1[nH]c2ccc(Cl)cc2c1/C=c1/ccc2c(c1)N=C(c1cc(F)cc(F)c1)N=2	86	67	86	100	75	68	62	54
15	N=C(N)c1ccc(-c2ccc(-c3cc(Cl)cc(Cl)c3)s2)nc1	83	75	80	115	91	84	90	47
16	CCOC(=O)c1c(NCC(=O)Nc2ccc([N+](=O)[O-])cc2Cl)sc(C(C)=O)c1C	112	96	95	102	78	115	102	101
17	CC(=O)C(N=Nc1ccc(S(N)(=O)=O)cc1)C(=O)Nc1ccc(Cl)cc1 (centres undefined)	104	108	101	110	79	93	98	103
18	COCCOC(=O)C1=C(C)N(C)C(=O)NC1c1ccc2c(c1)OCO2 (centres undefined)	99	103	98	108	86	115	112	103
19	CCOC(=O)c1ccc(N2C(=O)c3ccc(C(=O)OC)cc3C2=O)cc1	98	101	95	90	82	110	101	103
20	COc1cc(C2=Nc3c(N)nc(N)nc3NC(c3cccc(Nc4ccnc5cc(C(F)(F)F)ccc45)c3)C2)cc(OC)c1OC (centres undefined)	73	97	61	108	52	88	45	66
21	CCOC(=O)C1=C(C)NC(SCc2nnc(-c3ccc(C)cc3)o2)=NC1c1ccc(F)cc1 (centres undefined)	.	81	80	80	72	104	97	86
22	Cc1ccccc1Nc1cc(N)nc(N)n1	99	.	97	85	79	100	99	102
23	O=C1CC(c2ccc3c(c2)OCO3)c2scc(-c3ccc(F)cc3)c2N1 (centres undefined)	80	88	90	81	69	81	.	85
24	O=C1/C(=C\c2ccc[nH]2)c2ccccc2N1c1ccccc1	89	92	98	102	93	.	105	84
25	COc1ccc2[nH]cc(/C=C3/C(=O)Nc4ccc(F)cc43)c2c1	78	68	115	104	73	104	92	98
26	N#CC1=C(N)Oc2c(c(=O)[nH]c3ccccc23)C12C(=O)c1ccccc1C2=O	90	91	98	124	60	96	83	74
27	N#Cc1c(-c2ccccc2)nc2c(c(-c3ccccc3)nn2-c2ccccc2)c1-c1ccc(N2CCCCC2)cc1	99	101	99	103	85	104	115	104
28	CC(=O)OCC(=O)[C@@]12OC(C)(C)O[C@@H]1CC1C3C[C@H](F)C4=CC(=O)C=C[C@]4(C)[C@@]3(F)[C@@H](O)C[C@@]12C (some centres undefined)	46	89	109	.	82	76	122	108
29	Cc1cc(-c2ccccc2)n(N2C(=O)CSC2c2ccc(Cl)cc2)c(=S)n1 (centres undefined)	96	93	104	93	79	108	95	95
30	Oc1c(Cl)cc(Cl)cc1CNC1CCCCC1	95	105	100	91	91	100	116	115

Compound profiles, from the list above. Screens in order: SN12C | ACHN | 786-0 | TK-10 | UO-31 | SK-OV-3 | RXF 393 | IGROV1
Cc1ccccc1Nc1cc(N)nc(N)n1 is listed as 99 | . | 97 | 85 | 79 | 100 | 99 | 102
N=C(N)c1ccc(-c2ccc(-c3cc(Cl)cc(Cl)c3)s2)nc1 is listed as 83 | 75 | 80 | 115 | 91 | 84 | 90 | 47

New compounds follow
entry	structure	SN12C	ACHN	786-0	TK-10	UO-31	SK-OV-3	RXF 393	IGROV1
31	O=c1ccc2nc(-c3ccccc3)nn(-c3ccccc3)c-2c1	40	-96*	49	-96*	-97*	59	-93*	2.7*
32	CC(C)(C)c1cc(NC(=O)Cc2ccc(-c3cnc4cc(-c5cnn(CCN6CCOCC6)c5)ccc4n3)cc2)no1	7.0*	5.9*	18	35	1.3*	-14*	-21*	-7.9*
33	N#Cc1ccccc1NC(=O)Nc1ccc(Cc2ccc(NC(=O)Nc3ccccc3C#N)cc2)cc1	112	99	90	113	88	120	85	102
34	COC(=O)c1ccc2oc(NC(=O)c3ccc(N4CCN(C)CC4)c([N+](=O)[O-])c3)nc2c1	51	44	52	89	57	77	67	48
35	COc1ccc(CNCCO)cc1	99	95	91	96	81	95	101	112
36	CC(=O)Nc1cccc(Oc2c(/C=N/NC(=O)Cn3c(=O)sc4ccccc43)c(C)nn2-c2ccccc2)c1	90	92	104	94	77	93	105	98
37	N#Cc1ccccc1NC(=O)c1cc2cc(Nc3nc(-c4ccccc4)nc4ccccc34)ccc2oc1=O	113	104	89	104	67	102	121	115
38	CCSC(=O)OCn1ncc2cc([N+](=O)[O-])ccc21	109	102	95	110	80	108	96	108
39	O=C(O)c1ccc(NCc2cn(-c3ccc(C(F)(F)F)cc3)nc2-c2ccc(C(=O)O)cc2)cc1	103	109	105	106	84	113	112	106
40	CCNC(=O)Oc1ccc(/C(=C(\C)c2ccc(Cl)cc2)c2ccc(OCCN(CC)CC)cc2)cc1	66	71	25	80	26	61	31	49
41	CCC(C)c1ccccn1 (centres undefined)	106	100	99	106	85	110	107	109
42	Fc1cc(-c2ncc(-c3cc(F)c(F)c(F)c3)c(NC3CCCCCC3)n2)cc(F)c1F	88	106	98	152	89	115	96	110
43	Oc1ccc(CCn2c(O)c(/C=C3\CN=c4ccccc4=N3)sc2=S)cc1	47	54	28	31	29	79	45	40
44	O=C(OCc1ccc2c(Br)cc(Br)c(O)c2n1)N1CCN(C(=O)c2cc3cc(F)ccc3[nH]2)CC1	87	86	101	105	60	88	90	90
45	C=CCC1CCCCC1=O (centres undefined)	109	101	101	99	89	115	101	110
46	C=C(C)COC(=O)c1c(C)cc(C)cc1C	104	103	96	87	98	91	116	105
47	COCCCNCCOC(=O)c1ccc(N)cc1	98	.	99	85	82	98	108	108
48	Nc1nc(=S)[nH]c(-c2ccc(Cl)cc2Cl)c1-c1ncn[nH]1	107	109	91	114	90	94	110	102
49	COc1ccc2nc(-c3cc4c([nH]c5ccccc54)c(-c4cc(OC)c(OC)c(OC)c4)n3)[nH]c2c1	89	76	92	89	.	115	70	.
50	Nc1ncnc2c1ncn2C1OC(COP(=O)(O)OP(=O)(O)OP(=O)(O)O)C(O)C1O (centres undefined)	97	113	103	.	98	91	104	112
51	COc1ccc(C2=CC(c3cc(OC)c(OC)c(OC)c3)NC(=O)N2)cc1OC (centres undefined)	24	.	28	13	23	23	0.6*	-18*
52	O=C(O)c1cn(C2CC2)c2cc(N3CCN(C(=O)CN4C(=O)S/C(=C/c5cccc([N+](=O)[O-])c5)C4=O)CC3)c(F)cc2c1=O	99	100	99	119	79	.	120	97
53	CCCCc1nc(Cl)c(C2C(C#N)=C(N)Oc3n[nH]c(CCC)c32)[nH]1 (centres undefined)	101	109	105	130	98	117	122	112
54	COC1=C(c2ccccc2)C(=O)C(OC)=C(c2ccccc2)C1=O	102	117	99	107	90	81	106	93
55	Cc1ccc(NCN2C(=O)c3ccccc3C2=O)cc1Cl	100	100	100	125	95	105	110	116
56	c1cc(-c2nc3ccccc3n3cccc23)cc(-c2nc3ccccc3n3cccc23)c1	104	107	102	104	86	111	122	95
57	SCCNCc1ccccn1	108	104	95	110	83	113	112	111
58	CCOC(=O)Nc1cccnc1	101	99	97	95	93	113	107	98
59	NS(=O)(=O)c1ccc(Nc2nc(-c3ccncc3)cs2)cc1	97	110	61	131	99	121	126	102
60	CN(C)c1ccc(/C=N\Nc2cc(=O)[nH]c3ccc(Cl)cc23)cc1	104	95	102	127	68	83	105	75
61	NC(N)=NS(=O)(=O)c1ccc(N=NC2C(=O)NNC2=O)cc1	97	99	102	96	92	111	98	105
62	CCc1ccc(-c2ccc(-n3nc(C)c4c(N)nc(Cc5ccccc5)nc43)cc2)cc1	71	36	47	75	59	63	76	68
63	COc1cc(-c2noc(-c3cccc(N)c3)n2)cc(OC)c1OC	81	90	103	100	60	112	94	96
64	Cc1cc(Cl)c2c(c1)C(=N/O)/C(=C\c1ccco1)O2	93	99	110	137	76	100	104	100
65	CCOc1ccc(N2C(=O)N(c3ccc(C)cc3)C(=O)C2=S)cc1	94	98	95	101	79	79	103	97
66	N#CSCC(=O)c1ccc(Cl)cc1	34	52	22	83	28	67	26	.
67	COc1cc(OC)c2oc(=O)c(-c3ccccc3)cc2c1	99	104	103	95	88	91	99	94
68	COc1cc(OC)nc(NC(=O)CNc2nnc(-c3cccnc3SCc3ccccc3)s2)n1	67	92	.	87	40	108	94	81
69	O=C(OC(C(=O)c1ccc(Cl)cc1)c1ccccc1)c1ccc2ccccc2n1 (centres undefined)	99	94	98	107	57	90	113	96
70	O=C(NC1CCCCC1)C(c1ccc(O)c(O)c1O)N(C(=O)c1cc(O)c(O)c(O)c1)c1cccc(O)c1 (centres undefined)	95	101	95	82	88	83	98	111
71	CCc1c(C)c2cc3[nH]c(N)nc3c(C)c2oc1=O	103	.	97	92	98	108	117	104
72	CC(C)(O)CN(C(=O)c1ccccc1)C1CCCCC1	113	109	106	105	102	111	98	116
73	CC(=O)/C=C(\C)NCCN/C(C)=C/C(C)=O	106	93	102	116	89	104	116	108
74	CCCc1[nH]nc2c1C(c1ccco1)C(C#N)=C(N)O2 (centres undefined)	99	106	88	112	104	97	95	109
75	COc1ccc(/C=C/C(=O)c2c(C)nc3ccccc3c2/C=C/c2ccccc2)cc1O	62	62	99	125	53	72	64	35
76	O=C(/C=C/c1ccccc1)c1ccc(B(O)O)cc1	81	94	118	112	75	97	106	108
77	Cc1cccc(OCC(O)CN2CCN(c3cccc(Cl)c3)CC2)c1 (centres undefined)	104	113	110	114	83	100	116	102
78	O=c1[nH]c2cc(O)ccc2n2cc3c(F)cccc3c12	54	24	29	6.8*	12	-4.0*	4.7*	17
79	O=[N+]([O-])c1ccc(/C=N/n2cnnc2)cc1	97	101	95	99	87	81	105	97
80	CN(C)C/C=C/C(=O)Nc1cc2c(Nc3ccc(F)c(Cl)c3F)ncnc2cc1OCCOC(F)F	2.2*	-7.7*	0.7*	9.8*	4.3*	0.1*	-29*	-16*
81	CCc1c(Cl)nc(N)nc1Nc1ccc(Br)cc1	102	93	95	106	95	101	97	92
82	CCCCCCCCCCNC(=O)CCl	64	78	82	84	58	111	75	44
83	O=C1CCN(Cc2ccco2)C(=S)N1	104	102	109	109	110	115	118	109
84	CCc1ccc2c(c1)C1(Oc3c(OC)cccc3C3CC(c4ccc(Br)cc4)=NN31)C(=O)N2 (centres undefined)	96	98	106	117	74	94	112	79
85	O=C(O)CSc1ccc(NC(=O)Nc2ccccc2F)cc1	105	106	106	121	100	106	114	111
86	S=c1[nH]cc(Oc2ccc(Cl)cc2Cl)c(=S)[nH]1	97&110	112&109	109&111	116&109	94&112	106&106	115&114	121&120
87	Cc1nn(-c2ccc(F)cc2)c2ncnc(Oc3ccc(NC(=O)Nc4c(Cl)cccc4Cl)cc3)c12	99	102	113	107	90	87	104	93
88	Nc1cc(C(F)(F)F)ccc1Br	106	99	105	115	93	111	116	115
89	O=C1NC(=O)C(c2coc3ccc(O)cc23)=C1c1c[nH]c2ccccc12	86	46	79	144	29	67	72	53
90	COC[C@@H](CC(C)C)N=C1NC(=O)/C(=C/c2ccc3ncoc3c2)N1	15	7.6*	22	36	-8.7*	-41*	-8.3*	7.9*
91	CC1OC(c2cccc([N+](=O)[O-])c2)OC1C (centres undefined)	102	114	118	118	93	105	101	121
92	F[Si]1(c2cccc(Br)c2)c2ccccc2-c2ccccc21	88	94	92	98	61	89	92	81
93	Cc1ccc(S(=O)(=O)Oc2ccc(Cl)cc2)cc1	105	108	99	149	103	114	107	100

Molecules listed so far containing two or more sulfur atoms:
entry	structure	SN12C	ACHN	786-0	TK-10	UO-31	SK-OV-3	RXF 393	IGROV1
29	Cc1cc(-c2ccccc2)n(N2C(=O)CSC2c2ccc(Cl)cc2)c(=S)n1 (centres undefined)	96	93	104	93	79	108	95	95
43	Oc1ccc(CCn2c(O)c(/C=C3\CN=c4ccccc4=N3)sc2=S)cc1	47	54	28	31	29	79	45	40
59	NS(=O)(=O)c1ccc(Nc2nc(-c3ccncc3)cs2)cc1	97	110	61	131	99	121	126	102
68	COc1cc(OC)nc(NC(=O)CNc2nnc(-c3cccnc3SCc3ccccc3)s2)n1	67	92	.	87	40	108	94	81
86	S=c1[nH]cc(Oc2ccc(Cl)cc2Cl)c(=S)[nH]1	97&110	112&109	109&111	116&109	94&112	106&106	115&114	121&120
